# KB-V1 cytotox – kills drug-selected multidrug resistant KB-V1 cells | KB-V1 MDR cells viability, CellTiter-Glo, 72 h | Potency, µM (doses to about 46.1 µM), for inactives: at the highest dose activity change, negative = cytotoxicity, actives largely listed as cytotoxic | 400,000 tested, 3.4% active | AID 1347076; note: potency is the fitted concentration of half-maximal effect; % is set by controls: 0 for no effect and ±100 for the full control effect; nearly all actives have a fitted effect of over 60% in size
#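 Drug-selected KB-V1 cells, grown in DMEM lacking phenol red with 10% FBS, receive compound titrations; after three days at 37 degrees C, surviving cell ATP is quantified by CellTiter-Glo luminescence and responses normalized and curve-fitted.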
# HT1080 IDH1KD tx – kills HT-1080 cells with IDH1 knockdown; HT-1080 IDH1 knockdown viability, ATP luminescence, 48 h; Potency, µM (doses to about 46.1 µM), for inactives: top-dose activity, negative = toxicity, hits mostly cytotoxic; 360,000 tested, 2% active; AID 686971;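 note: potency is the fitted concentration of half-maximal effect; 0% = DMSO wells and -100% = cell-free medium wells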
#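 Cytotoxicity counter-line: IDH1KD HT-1080, 48 h, CellTiter-Glo. Curves classed by r2, magnitude and activity.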
# DRD3 antagonist – antagonists of human D3 dopamine receptor. P35462. D3R cells, DiscoveRx beta-arrestin luminescence, antagonist mode; stronger effect = lower value. max response, negative = inhibition, %. 360,000 tested, 2.5% active. AID 652054; in the data active = max response below about -50%; inconclusive = no clear call, values can overlap the other calls; note: % is set by controls: 0 for no effect and ±100 for the full control effect; mostly tested at two doses, the higher about 12 µM
# Target sequence (P35462 whole entry, looked up): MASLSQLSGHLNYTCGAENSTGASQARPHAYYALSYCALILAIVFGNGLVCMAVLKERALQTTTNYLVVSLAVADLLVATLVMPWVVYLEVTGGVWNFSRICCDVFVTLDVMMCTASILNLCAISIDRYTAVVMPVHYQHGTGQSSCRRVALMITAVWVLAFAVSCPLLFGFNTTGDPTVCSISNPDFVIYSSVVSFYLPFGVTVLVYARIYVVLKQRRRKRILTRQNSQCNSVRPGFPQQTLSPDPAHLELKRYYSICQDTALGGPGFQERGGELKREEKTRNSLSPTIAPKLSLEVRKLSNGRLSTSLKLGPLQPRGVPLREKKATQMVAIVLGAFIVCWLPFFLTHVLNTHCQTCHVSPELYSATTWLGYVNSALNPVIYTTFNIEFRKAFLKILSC
#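 Cells expressing the human receptor were seeded at 1500 cells/well, incubated overnight at 37 degrees C in 5% CO2, then exposed to library compounds with dopamine controls for 90 minutes at 37 degrees C before luminescent detection.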
# HT1080NT lethal – kills 2HG-producing HT-1080-NT fibrosarcoma cells; HT-1080-NT fibrosarcoma viability, CellTiter-Glo ATP luminescence, 48 h; 360,000 tested, 1.6% active; Potency, µM (highest dose often 46.1 µM), inactives show top-dose activity, negative = less viability, most hits filed as cytotoxic;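 note: NT is the 2HG producing partner of a matched IDH1 knockdown line; potency is the fitted concentration of half-maximal effect; 0% = DMSO-treated cells and -100% = media-only wells without cells; nearly all actives have a fitted effect of over 55% in size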
#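 Compounds were tested in concentration-response format on HT-1080-NT cells for 48 hours at 37 degrees C. Cell viability came from CellTiter-Glo luminescence; curves were classified by r2, response magnitude and activity.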
# KB-3-1 cytotox – KB-3-1 parental cell cytotoxicity; KB-3-1 viability, CellTiter-Glo ATP luminescence, 72 h; Potency, µM (series often up to 46.1 µM), without a hit: at the highest dose activity change, negative = cytotoxic, usual class: cytotoxic; 400,000 tested, 1.4% active; AID 1347075; note: potency is the fitted concentration of half-maximal effect; % is set by controls: 0 for no effect and ±100 for the full control effect; nearly all actives have a fitted effect of over 60% in size
#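 Cytotoxicity in the drug-sensitive parental line KB-3-1 was scored as loss of CellTiter-Glo luminescence following 72 h incubation with compound. Values come from curve fitting of normalized concentration-response data.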
# SW480 rereplic – induces DNA re-replication in SW480 colon adenocarcinoma cells | SW480 DNA re-replication, Hoechst DNA content imaging, 48 h | Potency, µM (doses to about 46.1 µM), without a hit: at the highest dose re-replication activation, hits mostly activators | 340,000 tested, 1.8% active | AID 624297; note: potency is the fitted concentration of half-maximal effect; % of control where 0% means no effect; nearly all actives have a fitted effect of over 55% in size
#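 Quantitative HTS format with DMSO vehicle controls; 48 hr drug incubation at 37 C, then 40 min Hoechst staining and scanning imager measurement at 405 nm excitation.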
# GLP1R ag – agonists of human GLP-1 receptor. P43220. HEK293 GLP-1R CRE-luciferase, luminescence, 4-6 h; cells express a hypersensitive GLP-1R form. Potency, µM (doses to about 45.6 µM), inactives show at the top dose activation, actives largely listed as activators. 380,000 tested, 0.007% active. AID 624172; note: potency is the fitted concentration of half-maximal effect; % of control where 0% means no effect
# Target sequence (P43220 whole entry, looked up): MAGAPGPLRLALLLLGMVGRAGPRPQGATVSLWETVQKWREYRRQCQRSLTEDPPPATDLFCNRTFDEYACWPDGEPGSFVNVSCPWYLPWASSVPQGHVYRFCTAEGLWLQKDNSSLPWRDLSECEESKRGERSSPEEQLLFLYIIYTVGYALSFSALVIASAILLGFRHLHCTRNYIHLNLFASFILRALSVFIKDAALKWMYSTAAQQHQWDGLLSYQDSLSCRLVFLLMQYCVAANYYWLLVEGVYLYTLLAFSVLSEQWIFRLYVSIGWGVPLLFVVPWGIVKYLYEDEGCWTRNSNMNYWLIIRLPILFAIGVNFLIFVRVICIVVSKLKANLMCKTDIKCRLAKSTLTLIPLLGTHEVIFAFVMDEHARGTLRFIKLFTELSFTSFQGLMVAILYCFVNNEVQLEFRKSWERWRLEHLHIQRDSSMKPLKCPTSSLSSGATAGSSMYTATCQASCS
# IL1B secr inh – inflammasome signaling inhibition, IL-1 beta readout. activity change, % at 57.5 µM. THP-1 LPS/ATP IL-1B secretion, AlphaLISA, 16 h; stronger effect = lower value. AID 743279. 360,000 tested, 4.7% active; in the data active = activity change below about -50%; inconclusive = mostly about -30% to -49%; note: % is set by controls: 0 for no effect and ±100 for the full control effect
#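 THP-1 cells pretreated 1 hr with compounds (up to 57.5 uM final), then stimulated with LPS (250 ng/mL final) plus ATP (1.25 mM final); secreted IL-1B measured by AlphaLISA after 16 hr, decreased signal indicating inhibition.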
# D3 ag – activates the human D3 dopamine receptor; D3R DiscoveRx beta-arrestin cells, luminescence, 90 min; max activation, %; 410,000 tested, 0.58% active; AID 652048; in the data active = max activation above about 30%; note: 0% is about no effect; mostly tested at two doses, the higher about 12 µM
#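 Agonist-mode cell screen: cells plated at 1500/well and incubated overnight at 37 °C, then exposed to library compounds for 90 min at 37 °C. Detection reagent was added for 30–60 min at room temperature, and luminescence was read.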
# The depositor's hits bear a star; ? = inconclusive; nt = no result given; [ ] = another dose, or the depositor's remark. Unless noted, calls come from the whole dose curve; as a rule, active = well fitted curve in the direction sought with a large enough effect; inconclusive = small, poorly fitted or top-dose-only effect, or another doubt; inactive = no such curve, though single readings can be large; an effect the other way counts as inactive or inconclusive.
# The line under a structure holds: GLP1R ag	HT1080NT lethal	HT1080 IDH1KD tx	SW480 rereplic	DRD3 antagonist	KB-3-1 cytotox	D3 ag	IL1B secr inh	KB-V1 cytotox
O=C(c1ccco1)N(Cc1ccc([N+](=O)[O-])cc1)c1ccc(Cl)cc1
  12%	-19%	?	-6%	-1	-6%	-2	-2	?
CC(C)CN(C(=O)c1ccc(C(F)(F)F)cc1)c1c(N)n(CC(C)C)c(=O)[nH]c1=O
  0%	-8%	-6%	-2%	0	-8%	-15	21	6%
O=C1c2ccccc2S(=O)(=O)c2cc(C(=O)N3CCC(O)CC3)ccc21
  9%	2%	3%	-13%[9.22 µM]	19	10%	6	13	-9%
Cc1nc(C(=O)N2CCC(C)(C(=O)NS(=O)(=O)C3CC3)C2)c(C)o1 (configuration not stated)
  -2%	6%	20%	nt	0	0%	8	18	0%
Cc1cc(=O)n(Cc2ccccc2)c2ccccc12
  25%	-2%	10%	12%	5	-3%	-1	16	5%
CCOC(=O)C(C(=O)Nc1ccc(C)cc1)C1CCCCC1 (configuration not stated)
  -4%	?	?	?	0	23µM*	-3	30	9.2µM*
CCOC(=O)N1CCN(Cc2cc(=O)oc3ccc4ccccc4c23)CC1
  0%	2%	1%	5%	0	5%	9	-2	4%
O=C(COc1ccc(F)cc1)Nc1cc(Cl)ccc1-n1cncn1
  -1%	-2%	-1%	1%	0	2%	-3	21	16%
CCC(C)CN1C(=O)CSCC1(C)C(=O)Nc1ccc2c(c1)OCCO2 (configuration not stated)
  nt	14%	10%	nt	0	4%	0	17	?
CCOc1ccccc1OCCCOc1ccc(C)cc1Cl
  15%	8%	13%	7%	28	-1%	5	-6	-26%
O=C(c1ccc2c(=O)n(Cc3ccc(Cl)cc3)c(=S)[nH]c2c1)N1CCCC1
  -4%	20%	3%	31%	6	4%	4	14	2%
Cc1ccc(/C=N/NC(=O)c2ccncc2)o1
  -26%	7%	4%	-6%	91	-2%	2	18	-1%
CCCCN1C(=O)NC(c2ccc(OC)cc2)C(C(=O)OCc2ccccc2)=C1C (configuration not stated)
  17%	-10%	-8%	16%	6	-32%	13	-5	-5%
CCN1CCN(c2ccc(NC(=O)COc3ccc([N+](=O)[O-])cc3)cc2)CC1
  -2%	8%	0%	-3%	12	28%	-19	0	0%
CC(=O)SCC(=O)N=c1sc2cc(F)ccc2n1C
  -14%	13%	11%	2%	60	11%	46*	-6	21%
O=S(=O)(c1cccc(Cl)c1)N1CCCC1
  7%	10%	0%	-4%	15	1%	18	1	-5%
CCC(C)(C)n1nnnc1C(c1ccc(C)cc1)N1CCN(C(=O)c2ccco2)CC1 (configuration not stated)
  2%	5%	12%	-3%	2	10%	-4	-6	0%
FC(F)Oc1ccc(N=C2SCC3CCCCN23)cc1 (configuration not stated)
  15%	-8%	-1%	0%	14	?	8	-17	?
COc1ccc(-c2nc3c(s2)CCc2onc(-c4ccc(OC)cc4)c2-3)cc1
  8%	7%	8%	-6%	46	21µM*	5	17	?
CCOc1ccc(NC(=O)CCSc2ccc(C)cc2)cc1
  -7%	11%	11%	nt	3	5%	7	0	-12%
C=CCNC(=S)NNC(=O)COc1cccc(Cl)c1
  1%	?	?	?	11	-3%	-2	15	-4%
COc1ccc(CNC(=O)CNC(=O)CNS(=O)(=O)c2ccc(C)c(C)c2)cc1
  9%	3%	-1%	-2%	7	4%	-2	26	3%
CCOC(=O)Cn1cc(/C=N/NC(=O)c2ccc(C#N)cc2F)c2ccccc21
  -5%	7%	1%	-6%	-4	14%	-16	29	1%
FC(F)(F)c1cccc(-c2cc3nc(NCCOc4ccccc4)ccn3n2)c1
  -6%	?	?	nt	6	0%	7	-14	-2%
CCCCCCc1nnc(NC(=O)OCC)s1
  0%	-3%	13%	-4%	-5	-7%	18	-5	16µM*
CCN1CCc2c(sc(NC(=O)c3ccc(S(=O)(=O)N(C)c4ccccc4)cc3)c2C(=O)NC)C1
  2%	-21%	-24%	?	18	-8%	-7	0	-12%
O=C(NC(=S)NCCc1ccccc1)C1CCCCC1
  10%	-6%	-7%	-9%	3	0%	3	0	?
Nc1nc(NC(=O)c2ccc(F)cc2)ns1
  1%	2%	-10%	-9%	-5	10%	4	-73*	18%
CSCC[C@H](CO)NC(=O)[C@H]1O[C@@H](n2cnc3c(N)ncnc32)[C@H](O)[C@@H]1O
  5%	9%	17%	nt	2	0%	8	3	14%
O=C(Nc1ccc(S(=O)(=O)Nc2ncccn2)cc1)C1CC(=O)N(c2ccc(Cl)cc2)C1 (configuration not stated)
  -4%	11%	22%	-6%	7	16%	5	28	3%

# Fetched by structure from the entries so far (2):
# The line under a structure holds: GLP1R ag	HT1080NT lethal	HT1080 IDH1KD tx	SW480 rereplic	DRD3 antagonist	KB-3-1 cytotox	D3 ag	IL1B secr inh	KB-V1 cytotox
CCOC(=O)N1CCN(Cc2cc(=O)oc3ccc4ccccc4c23)CC1
  0%	2%	1%	5%	0	5%	9	-2	4%
O=C(c1ccco1)N(Cc1ccc([N+](=O)[O-])cc1)c1ccc(Cl)cc1
  12%	-19%	?	-6%	-1	-6%	-2	-2	?

# Next entries:
# The line under a structure holds: GLP1R ag	HT1080NT lethal	HT1080 IDH1KD tx	SW480 rereplic	DRD3 antagonist	KB-3-1 cytotox	D3 ag	IL1B secr inh	KB-V1 cytotox
Fc1cccc(Cl)c1CSC1=NCCS1
  6%	-4%	-2%	26%	17	2%	6	-19	7%
Clc1ccccc1Nc1nc(-c2cccnc2)cs1
  22%	-24%	-21%	-5%	4	0%	2	-87*	?
CCOc1cc(CN2CCCC(N3CCN(c4ccc(F)cc4)CC3)C2)ccc1OC (configuration not stated)
  -7%	-4%	0%	-47%[inhibitor]	-13	-20%	-19	-29	1%
CCCOc1ccc(-c2c(=O)n(OCc3ccc([N+](=O)[O-])cc3)c3ccccc3[n+]2[O-])cc1
  3%	-15%	-21%	2%	-21	-14%	-16	-4	?
Cc1sc2nc(CSc3ccccc3)nc(N3CCN(C)CC3)c2c1C
  0%	?	?	19%	-93*	?	-3	nt	-26%
Cc1ccc(S(=O)(=O)N2C[C@H]3N(C(=O)OC(C)C)N(C(=O)OC(C)C)C[C@H](OC(=O)NC4CC4)[C@@]3(O)C2)cc1
  7%	9%	-4%	nt	-3	1%	-5	22	10%
O=C(NCC1CCCO1)C1CCCN(Cc2cnn(-c3ccccc3)c2-n2cccc2)C1 (configuration not stated)
  8%	-5%	-5%	-3%[9.22 µM]	-19	3%	-8	-13	-10%
CC1CCC(NC(=O)c2nc(Cn3ccc([N+](=O)[O-])n3)no2)CC1 (configuration not stated)
  8%	4%	1%	-4%	2	-5%	2	34	?
O=C(O)c1cc(-c2ccc3c(c2)OCO3)nc2ccccc12
  -1%	-16%	-9%	-3%	-15	-20%	-7	28	5%
CC(=O)N1CCc2c(sc(NC(=O)C3CCCN3S(=O)(=O)c3cccs3)c2C(N)=O)C1 (configuration not stated)
  -2%	-12%	-7%	-8%	0	?	2	69	2%
COC(=O)c1oc2ccccc2c1NC(=O)CN1CCCC1
  2%	0%	0%	-2%	11	2%	-2	-9	-7%
COc1ccccc1NC(=O)c1c[nH]c2ccccc12
  5%	-7%	-2%	0%	-6	-8%	-5	8	-8%
O=C(O)c1cnc(-c2ccccc2)nc1-c1ccccc1
  -3%	11%	6%	-10%	3	24%	4	18	2%
CN(C)C(=O)c1ccc(NC(=O)c2cc(-n3cnnc3)ccc2Cl)cc1
  1%	9%	4%	-1%	27	11%	2	-5	?
COc1ccc(C)cc1NC(=O)C(c1ccccc1)N1CCN(CC(=O)NC2CC2)CC1 (configuration not stated)
  2%	-8%	-3%	10%	1	-3%	2	2	?
Cc1cc(C)n2nc(C(=O)Nc3ccc4c(c3)OCCO4)nc2n1
  1%	-1%	-5%	-22%	-7	-1%	13	-3	20%
Cc1cc([N+](=O)[O-])ccc1NC(=S)NC(=O)C(c1ccccc1)c1ccccc1
  -5%	?	?	15%	?	-1%	-20	-2	-20%
O=C1c2ccccc2C(O)N1c1ccccc1 (configuration not stated)
  1%	16%	11%	-2%	-6	1%	-2	-17	8%
O=C(Nc1ccccn1)c1cc(-c2ccc(Cl)s2)nc2ccccc12
  -2%	-18%	-19%	-2%	40	?	3	12	?
Cc1sc2ncnc(NCc3cccs3)c2c1C
  -1%	-16%	-17%	-1%	20	?	6	?	2.6µM*
C#CCOCCOCCOCCNc1nc(N2CCN(C(=O)[C@H](CCCCN)n3cc(CN)nn3)CC2)nc(N2CCN(C(=O)[C@H](CO)n3cc([C@@H](N)C(C)C)nn3)CC2)n1
  -1%	0%	-6%	-9%	-2	?	-7	26	11%
CCN1CCN(C(=O)CN(C)S(=O)(=O)c2ccc3ccccc3c2)CC1
  -8%	3%	-1%	2%	-1	0%	-4	20	-9%
O=C(Nc1ccccc1Cl)NC1(C(=O)NCC2CCCO2)CCCCC1 (configuration not stated)
  6%	4%	1%	1%	15	5%	0	-25	18%
CCC(=O)CCC(=O)c1ccc2ccccc2c1
  8%	-3%	1%	24%	-19	-4%	-15	-11	-15%
Cc1nc2ccc(C(=O)c3ccccc3)cc2[nH]1
  6%	14%	18%	-29%	16	-1%	-8	0	4%
CCN(CC)CCCNC(=S)N(CCO)Cc1cc2cc3c(cc2[nH]c1=O)OCO3
  -3%	16%	0%	-4%	-11	2%	-1	-11	-1%
COc1ccc(C(=O)Nc2ccccc2C(=O)N2CCOCC2)cc1OC
  7%	10%	3%	-2%	4	6%	2	-3	-5%
N#Cc1c(-c2cccc(Cl)c2)[nH]c(=S)[nH]c1=O
  1%	0%	16%	-60%[inhibitor]	-9	5%	5	11	?
COc1cc(/C=N/n2nnnc2N)ccc1O
  2%	-1%	-4%	-5%	21	1%	1	0	-7%
CCN1CCN(CC(=O)Nc2cccc(C)c2)C(=O)C1=O
  -5%	1%	2%	-6%	6	21%	8	177	5%

# Screening results deposited in PubChem by National Center for Advancing Translational Sciences (NCATS).
